Screening data: PubChem BioAssay, several laboratories
PDI turbidity – blocks human protein disulfide isomerase activity; PDI insulin aggregation turbidity, A650, 90 min; inhibition, % at 10 µM; P07237; 350,000 tested, 0.052% active; AID 588391;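 active means mean inhibition across replicates of 30% or more, whatever share of single replicates reach that level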;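 further: absorbance from insulin aggregation driven by PDI reduction with DTT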
Target sequence (P07237 whole entry, looked up): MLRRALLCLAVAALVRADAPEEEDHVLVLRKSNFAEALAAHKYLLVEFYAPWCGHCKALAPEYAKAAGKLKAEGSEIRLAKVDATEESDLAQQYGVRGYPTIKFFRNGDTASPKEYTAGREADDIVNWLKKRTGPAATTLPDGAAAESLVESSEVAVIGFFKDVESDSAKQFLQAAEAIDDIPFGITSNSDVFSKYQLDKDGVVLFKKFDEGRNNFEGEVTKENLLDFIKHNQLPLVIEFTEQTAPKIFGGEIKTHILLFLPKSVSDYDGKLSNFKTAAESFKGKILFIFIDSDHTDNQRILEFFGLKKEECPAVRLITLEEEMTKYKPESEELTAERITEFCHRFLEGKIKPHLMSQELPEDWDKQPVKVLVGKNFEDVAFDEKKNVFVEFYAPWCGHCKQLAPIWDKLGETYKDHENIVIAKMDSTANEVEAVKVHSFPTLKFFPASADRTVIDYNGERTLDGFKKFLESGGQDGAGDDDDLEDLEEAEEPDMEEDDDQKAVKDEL
hiPSC survival – hiPSC single-cell survival enhancement | survival enhancement, % at 20 µM | AID 602274 | 360,000 tested, 0.044% active | ATPlite luminescence; 100% = ROCK inhibitor wells, 0% = DMSO; in the data active means survival enhancement above about 18%;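 further: cells exposed to compounds for 16 hours before the ATP read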
Vif imaging – HIV Vif inhibition; 340,000 tested, 0.35% active; inhibition, % at 7.49 µM; HEK293T cells, Vif self-association by quenched fluorescence, imaging, 24 h; in the data active means inhibition above about 50%, passing the limit was not always enough; further: some results filed as inactive read as strong as hits
CaV13 FRET inh – Primary screen for inhibitors of IQ motif and Ca2+-dependent inactivation inhibitor domain binding in CACNA1D, Förster resonance energy transfer in living cells, …; inhibition, % at 12.3 µM; HEK cells, CFP/YFP FRET ICDI-IQ, plate reader, 10 min; percent FRET-ratio fall versus neutral wells; 340,000 tested, 0.098% active; AID 743397;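 active means mean replicate inhibition of at least 30% and at least 1% of replicates passing that level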;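 further: 0% = median of the neutral control wells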
NR2E3 ag-1 – activates human NR2E3 receptor; CHO-S Gal4-NCOR/VP16-NR2E3 two-hybrid, luciferase; AID 602229; inhibition of corepressor binding, % at 3.98 µM; 360,000 tested, 0.35% active; Q9Y5X4;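 active means inhibition above the mean of all tested compounds plus 3 SD, cut at about 70% in these data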;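 further: 0% = DMSO with NR2E3 transfected cells and 100% = cells lacking NR2E3 construct; higher means lower luciferase signal from less NR2E3 corepressor binding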
Target sequence (Q9Y5X4 whole entry, looked up, the tested form may be a part): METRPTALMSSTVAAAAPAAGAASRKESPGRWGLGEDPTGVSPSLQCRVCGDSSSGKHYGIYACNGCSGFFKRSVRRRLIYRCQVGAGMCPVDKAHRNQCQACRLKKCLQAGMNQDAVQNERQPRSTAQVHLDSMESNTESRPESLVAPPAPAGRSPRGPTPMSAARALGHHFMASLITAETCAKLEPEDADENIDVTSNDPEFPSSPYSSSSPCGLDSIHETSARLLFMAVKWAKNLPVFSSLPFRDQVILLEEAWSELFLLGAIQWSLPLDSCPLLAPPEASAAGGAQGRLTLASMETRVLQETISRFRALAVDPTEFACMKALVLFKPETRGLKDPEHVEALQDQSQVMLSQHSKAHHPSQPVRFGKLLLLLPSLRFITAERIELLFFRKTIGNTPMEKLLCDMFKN
TRPM1 prom inh – inhibitors of MITF-driven TRPM1 promoter in melanoma cells; 330,000 tested, 0.83% active; SK-MEL-5 TRPM1 promoter luciferase, 24 h; AID 488899; inhibition, % at 12.5 µM;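 active means mean inhibition across replicates of 60% or more, whatever share of single replicates reaches that level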; further: values of inactives mirror those of a sister screen read the other way
Exocytosis inh – lytic granule exocytosis inhibition; TALL-104 LAMP-1 surface exposure, flow cytometry; cells stimulated with thapsigargin and PMA; 360,000 tested, 0.66% active; inhibition, % at 10 µM; AID 651702;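 active means inhibition above about 55%, limit read from the data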
Peg3 prom inh – inhibitors of Peg3 promoter; HeLa PEG-Prom luciferase reporter, luminescence, overnight; inhibition, % at 20 µM; 360,000 tested, 1.7% active;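 active means inhibition of at least 50% at 20 µM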
aDG glyco act – increases alpha dystroglycan glycosylation | activation, % at 10 µM | Pro5-aDG cells, alpha-DG glycosylation AlphaScreen (IIH6); 0% Pro5, 100% B10-LARGE cell signal | AID 624168 | 360,000 tested, 0.22% active;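 active means activation of at least 8% versus controls, or a plate z-score of at least 8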;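 further: Pro5 are CHO cells carrying HIG-tagged alpha-DG that lacks glycosylation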
HIF-2a block – inhibitors of HIF-2a; inhibition, % at 18.8 µM; AID 624352; 786-0 RCC cells HIF-2a reporter, luciferase luminescence, overnight; 360,000 tested, 0.72% active;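 active means inhibition of the luminescence signal of 40% or more relative to plate controls, in a single-dose primary screen at 18.75 µM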
NR2E3 ag-2 – activates human photoreceptor nuclear receptor NR2E3; Q9Y5X4; GST-NR2E3/biotin-RetCOR TR-FRET, 1536-well; inhibition of corepressor binding, % at 4.78 µM; 320,000 tested, 0.12% active; AID 2300;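 active means percent inhibition above the cutoff of mean plus 3 SD of all tested compounds, set per screening campaign, cut at about 20% in these data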;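 further: 0% = DMSO wells and 100% = biotin wells as full block of FRET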
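system = GST-tagged NR2E3 plus biotinylated RetCOR corepressor | input = 1.35 nM GST-NR2E3 | also added = 7 nM biotin-RetCOR | schedule = 5 h incubation at 4 °C | measured by = TR-FRET with europium anti-GST and streptavidin-D2, 340 nm excitation | read-out = percent loss of FRET ratio relative to control wells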
* = called active by the depositor; / = no result given; & = joins results of further samples. A portion of the library (hit frequency here may not be typical).

The opening two compounds (preview)
smiles	PDI turbidity	hiPSC survival	Vif imaging	CaV13 FRET inh	NR2E3 ag-1	TRPM1 prom inh	Exocytosis inh	Peg3 prom inh	aDG glyco act	HIF-2a block	NR2E3 ag-2
CSCCC(c1nnnn1C(C)(C)C)N1CCC(n2c(=O)[nH]c3ccccc32)CC1 (stereo not given)	/	-1.8	3	-3	-11	/	8	18	-0.1	-7	/
CCC(Oc1cc(Cl)ccc1Cl)C(=O)N1CCC2(CC1)OCCO2 (stereo not given)	-4	0.3	-1	/	-14	-6	0	20	0.0	6	1

The list itself, repeating the preview:
smiles	PDI turbidity	hiPSC survival	Vif imaging	CaV13 FRET inh	NR2E3 ag-1	TRPM1 prom inh	Exocytosis inh	Peg3 prom inh	aDG glyco act	HIF-2a block	NR2E3 ag-2
CSCCC(c1nnnn1C(C)(C)C)N1CCC(n2c(=O)[nH]c3ccccc32)CC1 (stereo not given)	/	-1.8	3	-3	-11	/	8	18	-0.1	-7	/
CCC(Oc1cc(Cl)ccc1Cl)C(=O)N1CCC2(CC1)OCCO2 (stereo not given)	-4	0.3	-1	/	-14	-6	0	20	0.0	6	1
Cc1ccnc(-n2c(-c3ccco3)nc3ccccc3c2=O)c1	-5	0.0	-4	-5	-6	8	2	-1	-0.1	-9	3
COC(=O)[C@@H]1C[C@H]1[C@@H](NP(=O)(c1ccccc1)c1ccccc1)c1ccccc1	10	3.3	20	-5	-6	3	-9	-27	-0.5	-64	2
CCC(=NCCc1c[nH]c2ccccc12)c1c(O)n(C)c(=O)n(C)c1=O	15	-2.5	-7	-5	73*	5	5	1	5.0*	2	6
CCCCCSc1cc(OC)c(CCN)cc1OC	5	-4.5	7	-6	-9	39	0	-15	0.1	-2	-1
Cc1cccc(-n2c(O)c(C=NCc3cccnc3)c(=O)[nH]c2=O)c1C	2	6.9	35	-5	-13	-1	3	10	-0.1	6	-3
C[C@H](CO)N1C[C@H](C)[C@H](CN(C)C(=O)Oc2cccc3ccccc23)OCc2cnnn2CCCC1=O	-6	-2.5	2	-2	-41	/	-3	-17	0.2	13	/
O=C([O-])c1ccc(-[n+]2c(-c3ccccc3)cc(-c3ccccc3)cc2-c2ccccc2)cc1	1	3.6	-2	-4	-1	3	1	-20	-0.4	17	0
Cc1ccccc1NP(=O)(Oc1ccccc1F)Oc1ccccc1F	-17	1.0	1	-3	20	-5	-3	19	-0.3	20	2
c1ccc(CCNCc2cccnc2)cc1	-7	0.0	-2	-4	-5	2	-1	1	-0.1	20	2
Brc1ccc(Oc2ccc(Br)cc2Br)c(Br)c1	/	2.9	15	/	3	-41	0	-68	-0.1	-110	1

A draw from above in order of SMILES length, rising.
smiles	PDI turbidity	hiPSC survival	Vif imaging	CaV13 FRET inh	NR2E3 ag-1	TRPM1 prom inh	Exocytosis inh	Peg3 prom inh	aDG glyco act	HIF-2a block	NR2E3 ag-2
Brc1ccc(Oc2ccc(Br)cc2Br)c(Br)c1	/	2.9	15	/	3	-41	0	-68	-0.1	-110	1
Cc1cccc(-n2c(O)c(C=NCc3cccnc3)c(=O)[nH]c2=O)c1C	2	6.9	35	-5	-13	-1	3	10	-0.1	6	-3
CSCCC(c1nnnn1C(C)(C)C)N1CCC(n2c(=O)[nH]c3ccccc32)CC1 (stereo not given)	/	-1.8	3	-3	-11	/	8	18	-0.1	-7	/

Additional compounds.
smiles	PDI turbidity	hiPSC survival	Vif imaging	CaV13 FRET inh	NR2E3 ag-1	TRPM1 prom inh	Exocytosis inh	Peg3 prom inh	aDG glyco act	HIF-2a block	NR2E3 ag-2
COC(=O)C1=C(c2cc3ccccc3s2)C[C@@H]2CC[C@H]1N2C(=O)N1CCCCC1	-4	-3.4	-12	-5	-15	12	-3	15	0.1	12	5
O=c1[nH]c(=O)n(CCc2ccc(F)cc2)c(O)c1/C=N/N1CCCCC1	5	0.2	3	-4	-23	-25	-4	-21	0.2	-8	-1
Cc1ccccc1C1=NCC(=O)N(CC(=O)NCc2ccco2)c2sc3c(c21)CCCC3	-1	-0.2	16	-9	-20	6	3	24	-0.2	14	-4
CC(C)c1ccc(N2C(=O)NC(=O)/C(=C/c3cnc(-c4ccccc4)nc3)C2=O)cc1	-5	1.2	-5	-3	-59	0	2	-20	-0.2	-21	-1
COc1ccc(C2(C#N)CC[N+](C)(C)CC2)cc1	20	-0.7	4	/	-7	7	4	8	0.2	11	-1
CC12CCC3c4ccc(OP(=O)(N5CC5)N5CC5)cc4CCC3C1CCC2=O (stereo not given)	18	-3.1	0	-11	4	8	12	-13	0.1	-9	/
O=C1NC(=S)NC(=O)C1=Cc1cccc2cc3ccccc3cc12	0	-0.7	26	-7	9	98*	35	107*	0.4	-13	/
O=c1[nH]c2c(c(=O)n1C1CCCCC1)CCC2	-10	1.3	8	-11	-3	16	0	-4	-0.2	-4	-2
CCCNC(=O)c1c(N)n(CC2CCCO2)c2nc3ccccc3nc12 (stereo not given)	-11	-2.3	-7	/	-4	-14	7	21	0.8	20	4
OC1/C(=C/c2ccccc2F)N2CCC1CC2 (stereo not given)	-3	-2.6	18	-5	-6	-10	6	2	1.1	14	0
Oc1cccc2nc3ccccc3nc12	/	-0.8	13	/	-28	14	12	-37	0.1	2	-10
CCOc1cc2[nH]c(=S)n(CCCC(=O)N3CCC4(CC3)OCCO4)c(=O)c2cc1OCC	10	3.6	2	-3	-10	12	0	5	-0.4	15	2
CCOC(=O)COc1ccc(/C=C2\C(=O)NC(=S)N(c3ccc(OC)cc3)C2=O)cc1OC	-4	0.1	1	-4	-15	4	-2	3	0.0	15	-3
CCOc1ccc(CN(CCCl)CCCl)cc1C(=O)OC	14	-1.4	-4	/	-9	0	-1	22	-0.2	18	-2
N#CC1=C(N)Oc2c(c(=O)sc3ccccc23)C1c1ccncc1 (stereo not given)	-3	0.2	-11	-5	0	13	0	19	0.0	13	0
O=C1NC(=O)N(Cc2ccccc2)C(=O)/C1=C\C=C\c1ccco1	-7	-2.4	39	-4	-16	96*	14	89*	-0.2	46*	5
COC(=O)C1=C(c2ccccc2OCc2ccccc2)C[C@@H]2CC[C@H]1N2C(=O)NCc1ccc(OC)cc1	-1	-1.4	-3	-6	-25	-6	-2	24	0.8	15	2
Cc1cccc(C(=O)NC(Oc2ccccc2)C(Cl)(Cl)Cl)c1 (stereo not given)	-3	-1.2	7	-8	0	-1	-2	13	3.6	14	0
CN1C(=O)C(=Cc2c(OCc3cnc(Cl)s3)ccc3ccccc23)C(=O)N(C)C1=O	3	4.6	-9	-4	-60	-31	0	-159	0.5	-127	0
O=C1NC(=O)N(c2ccc3c(c2)OCO3)C(=O)/C1=C\c1ccc(-c2ccccc2C(=O)O)o1	5	-0.5	0	-15	-21	8	1	6	0.0	17	3
COC(=O)C1=C(c2ccc(C(C)=O)cc2)C[C@@H]2CC[C@H]1N2C	-4	2.4	-4	-6	21	-3	1	-12	-0.1	5	7
O=C(/C=C/c1ccccc1)c1c(O)n(CCc2ccccc2)c(=O)[nH]c1=O	-3	-0.3	2	-2	-14	35	0	45	-0.3	21	1
CC1(C)CC(=O)C(C=NCCN2CCN(C(=O)Cc3ccc(F)cc3)CC2)=C(O)C1	0	-2.4	-9	-8	1	7	0	-5	-0.2	3	2
O=C(CN1CC(c2ccccc2)CC1=O)Nc1ccccc1 (stereo not given)	/	-0.8	6	0	1	1	2	-4	-0.1	7	1
O=C(Cn1nc(Cc2cccnc2)c2ccccc2c1=O)N1CCC2(CC1)OCCO2	-2	-2.9	-2	/	20	13	-1	1	-0.3	5	5
O=S(=O)(O)C(=Cc1ccccc1)c1ccccc1 (tested in a mixture with another compound)	-3	2.0	4	-5	-28	-10	-4	-5	0.4	-54	/
CCN1C(=O)C(=Cc2c(C)n(CC(=O)NCC3CCCO3)c3ccccc23)C(=O)N(CC)C1=S (stereo not given)	-5	-0.4	-4	/	2	13	3	17	0.1	18	-5
CCOC(=O)[C@]12Cc3cc(C)ccc3[C@H]1N(C)C(=O)c1cc(OC)ccc12	/	-1.3	/	-11	1	/	9	/	0.2	37	/
O=c1[nH]c(O)c(C=Nc2ccccc2Oc2ccccc2)c(=O)[nH]1	-4	2.3	1	-4	15	5	-5	15	-0.2	24	-1
C[n+]1ccc(-c2cc[n+](C)cc2)cc1	10&2	1.1&4.3	-4&6	-5&-5	-3&-5	6	-2&1	6&-3	0.0&0.1	4&-3	-2
CC(C)C(=O)c1cn(Cc2ccc(C#N)cc2)c2ccccc12	-5	0.2	/	1	-4	3	-2	22	0.2	11	3
COC(=O)C1=C(c2ccc(S(C)(=O)=O)cc2)C[C@@H]2CC[C@H]1N2C(=O)NCc1ccc(F)cc1	-4	-1.6	5	-5	-31	4	5	-6	-0.4	10	2
